# Assay outcomes (PubChem BioAssay)
# PG9 Ab binder = PG9 antibody binding by small molecule; AID 624416; inhibition, % at 6.7 µM; TR-FRET gp120-PG9 antibody binding; 360,000 tested, 0.43% active; in the data active = inhibition above about 8.5%
# sPLA2-III inh = Inhibits HGIII-sPLA2 liposome hydrolysis, primary screen. 370,000 tested, 0.56% active. QFRET BODIPY PC-A2 liposome hydrolysis, fluorescence. AID 743126. inhibition, % at 12.2 µM;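 active = inhibition above mean plus 3 SD of compounds lying within the high and low control bounds, cut at about 19% in these data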;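 note: 0% = median of test compound wells and 100% = no enzyme DMSO wells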
# hcDAF12 agonist = activators of H. contortus DAF-12 nuclear receptor. activation, % at 6.8 µM. AID 652067. HEK293 hcDAF-12 lit1-tk-luc reporter, luminescence; 0% DMSO, 100% Δ7-dafachronic acid. 370,000 tested, 1.4% active;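 active = activation above the mean of all tested compounds plus 3 SD, cut at about 5.5% in these data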;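 note: 100% = response to 3 µM Δ7-dafachronic acid high control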
# ssDAF-12 act = activators of S. stercoralis DAF-12 nuclear receptor. HEK293 ssDAF-12/GRIP1 lit1-tk-luc reporter, luminescence; % of 3 µM dafachronic acid response. 370,000 tested, 1% active. activation, % at 6.8 µM. AID 652126;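 active = activation above the mean over all tested compounds plus 3 SD, cut at about 0.9% in these data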;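 note: 0% = DMSO-only wells and 100% = 3 µM delta7-dafachronic acid wells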
# Rev-erbA mod = modulates human Rev-erb alpha binding to DNA; Rev-erbα–FITC-DNA binding, fluorescence polarization, 90 min; 370,000 tested, 0.79% active; P20393; activity, % at 10 µM;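 active = activity above about 14%, limit read from the data; passing the limit was not always enough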;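 note: 0% = DMSO wells with 35 nM protein and 100% = DMSO wells with 750 nM protein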
# Target sequence (P20393 whole entry, looked up): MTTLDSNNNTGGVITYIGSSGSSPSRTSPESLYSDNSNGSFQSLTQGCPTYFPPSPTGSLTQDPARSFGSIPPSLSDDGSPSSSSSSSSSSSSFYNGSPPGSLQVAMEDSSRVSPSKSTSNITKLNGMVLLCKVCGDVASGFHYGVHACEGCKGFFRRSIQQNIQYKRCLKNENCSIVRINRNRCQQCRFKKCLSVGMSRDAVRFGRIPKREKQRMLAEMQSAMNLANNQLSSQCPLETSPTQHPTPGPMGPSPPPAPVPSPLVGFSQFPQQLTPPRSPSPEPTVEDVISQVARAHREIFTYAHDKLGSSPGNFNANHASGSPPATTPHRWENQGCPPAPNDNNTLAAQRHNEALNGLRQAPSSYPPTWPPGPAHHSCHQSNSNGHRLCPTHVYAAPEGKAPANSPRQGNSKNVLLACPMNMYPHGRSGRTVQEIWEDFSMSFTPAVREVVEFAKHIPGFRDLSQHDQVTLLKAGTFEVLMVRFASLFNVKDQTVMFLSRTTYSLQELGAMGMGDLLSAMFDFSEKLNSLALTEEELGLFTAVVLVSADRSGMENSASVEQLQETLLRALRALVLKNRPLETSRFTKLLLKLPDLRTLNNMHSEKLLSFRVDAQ
# PLCb3 inh = blocks human PLC-beta3 enzyme activity | Q01970 | Purified PLC-beta3, fluorogenic substrate, fluorescence | inhibition, % at 12.2 µM | 370,000 tested, 0.18% active; in the data active = inhibition above about 11%;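 note: 0% = median of compound wells on plate and 100% = full blocker control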
# DAX1 inh-1 = DAX1 (NR0B1) inhibition, primary screen; inhibition, % at 6.8 µM; AID 652010; 370,000 tested, 1.1% active; HEK293T StAR-luciferase reporter, SF-1/DAX-1 repression relief;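 active = inhibition above the mean over all tested compounds plus 3 SD, cut at about 3.6% in these data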;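 note: 0% = DAX-1 cells with DMSO and 100% = cells lacking DAX-1 with DMSO; higher inhibition means more luminescence from relief of DAX-1 repression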
# DAX1 inh-2 = inhibitors of human orphan nuclear receptor DAX1 (NR0B1). inhibition, % at 6.75 µM. HEK293 Gal4-DAX1 luciferase reporter, luminescence. AID 504766. P51843. 340,000 tested, 0.99% active;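 active = inhibition above the mean over all tested compounds plus 3 SD, cut at about 4.2% in these data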;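 note: 0% = DAX1-transfected cells with DMSO and 100% = empty-vector control cells with DMSO; inhibition shows as a rise in luminescence from relieved DAX1 repression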
# Target sequence (P51843 207-470 limits assumed): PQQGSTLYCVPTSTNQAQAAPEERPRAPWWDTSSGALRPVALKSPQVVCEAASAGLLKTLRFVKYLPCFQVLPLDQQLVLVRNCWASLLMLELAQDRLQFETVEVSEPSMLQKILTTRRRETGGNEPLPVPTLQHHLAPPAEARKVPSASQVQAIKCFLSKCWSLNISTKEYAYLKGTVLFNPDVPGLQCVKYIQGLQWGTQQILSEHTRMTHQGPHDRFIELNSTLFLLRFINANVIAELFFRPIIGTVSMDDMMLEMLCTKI
# GAA850 FXN act = increases GAA850 frataxin promoter reporter activity. 360,000 tested, 0.56% active. activation, % at 6 µM. HEK293 lucGAA850 FXN promoter luciferase reporter, 24 h; percent of 10 µM SAHA response. AID 540364;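 active = activation above the average of all compounds screened plus 3 SD, cutoff fixed separately per campaign, cut at about 7.5% in these data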;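 note: 0% = DMSO wells and 100% = 10 µM SAHA wells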
# SMARCA2 act = activators of SMARCA2 function. MG213 cells, MMTV-luciferase reporter, dexamethasone, overnight. activation, % at 9.1 µM. 370,000 tested, 1% active; in the data active = activation above about 7.8%;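 note: 0% = vehicle wells and 100% = reference activator wells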
# hgDAF12 agonist = activates the H. glycines DAF-12 receptor ligand-binding domain | 370,000 tested, 1.8% active | AID 687014 | activation, % at 6.8 µM | HEK293 GAL4-hgDAF12 UAS-luciferase reporter, agonist luminescence; normalized to butyrate control;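 active = activation above a cutoff set at the mean of all screened compounds plus 3 SD, cut at about 10% in these data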;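 note: 0% = DMSO wells and 100% = sodium butyrate wells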
# The depositor's hits bear a star; . = not tested or not shown.
Molecule	sPLA2-III inh	SMARCA2 act	hgDAF12 agonist	Rev-erbA mod	hcDAF12 agonist	PG9 Ab binder	PLCb3 inh	DAX1 inh-1	GAA850 FXN act	DAX1 inh-2	ssDAF-12 act
COc1ccc(C(=O)Nc2ccccc2C(=O)NC(Cc2ccc(O)cc2)C(=O)NNC(=O)c2ccc(C)cc2)cc1 (stereo unspecified)	-36	-5	-2.4	12	-2.8	6.0	2	-1.2	-5.4	-1.5	-1.8
Cc1ccc(S(=O)(=O)N2CCOCC2)cc1NC(=O)CSc1cccc[n+]1[O-]	-7	0	-0.9	-3	0.3	-1.1	7	-0.9	1.3	-0.2	-0.7
O=C(N=Nc1c(O)[nH]c2ccc(Br)cc12)c1cc(-c2cccc3ccccc23)n[nH]1	5	0	-0.9	-1	2.5	2.3	-3	0.0	0.4	1.0	-0.4
Cc1c(CC(=O)N2CCC(C(N)=O)CC2)c(=O)oc2cc3c(cc12)CCC1(CCCCC1)O3	-8	2	-2.6	0	-2.0	0.0	-139	0.4	2.0	-1.5	-1.7
N#CC1=C(N)Oc2cc(O)ccc2C1C1CCCCC1 (stereo unspecified)	-23	-2	-0.5	-3	-1.0	-0.3	-74	-2.7	-2.4	-0.3	-1.3
COc1ccccc1C(=O)NCC(=O)OC(C)C(=O)NC(=O)NC1CCCCC1 (stereo unspecified)	-7	3	0.1	6	1.5	0.1	4	-1.0	0.7	-1.0	-1.3
CCOC(=O)N1CCN(C(=O)CN(C)S(=O)(=O)c2ccc(OCC)cc2)CC1	3	1	-1.3	2	-1.0	-2.1	-2	-0.2	1.4	-0.4	-1.2
OC(c1ccccc1)(c1nc(-c2cccc(F)c2)cs1)C(F)(F)F (stereo unspecified)	-24	-3	-3.1	1	-0.5	0.1	-2	0.1	3.3	.	-0.7
CC1CN(S(=O)(=O)c2cccc(C(=O)NCc3ccco3)c2)CC(C)O1 (stereo unspecified)	8	-1	-2.4	-1	-1.6	2.0	-9	-0.2	0.6	-0.3	-1.1
Cc1cccc(C2c3[nH]c4ccccc4c3CCN2C(=O)c2noc3c2CCCC3)n1 (stereo unspecified)	-27	-2	1.6	2	0.7	-0.3	-5	-0.3	-1.6	-0.6	-0.9
COc1ccc(/C=C(\C#N)C(=O)Nc2cc(S(=O)(=O)N3CCCCC3)ccc2N2CCCCC2)cc1	-1	-3	-2.1	2	0.9	0.7	2	0.4	2.7	0.3	-1.0
Cc1cc(NS(=O)(=O)c2ccc(NC(=O)Nc3cccc(Cl)c3)cc2)no1	-65	-2	-0.6	-2	-1.1	-0.9	1	0.3	-0.2	0.1	-1.6
CCOCCOC(=O)NCCCCCCNC(=O)OCCOCC	-9	-3	2.6	0	-0.9	1.0	-8	0.3	0.9	1.0	-1.7
CC/C(=N\NC(=O)c1nnn(-c2nonc2N)c1-c1ccc2c(c1)OCO2)c1ccccc1	-19	0	0.6	5	0.5	-3.2	-23	-0.1	0.1	-0.2	-0.6
CN1CCN(C(=O)c2cc3c(n(-c4ccccc4)c2=O)CC(C)(C)CC3=O)CC1	0	-1	0.8	0	-0.8	2.0	-1	0.3	-0.3	2.3	-1.3
C=C1C(C(=O)N2CCOCC2)C1C(=O)N1CCOCC1 (stereo unspecified)	4	-2	-0.5	1	-0.8	0.9	8	0.9	1.0	-0.2	-0.7
Cc1csc(CN(C)C(=O)CC2C(=O)NCCN2Cc2ccc(-c3ccccc3)cc2)n1 (stereo unspecified)	1	-2	-2.5	1	-2.5	-3.0	-5	-0.7	0.9	-1.2	-1.9
CCOC(=O)c1c(C)[nH]c(C)c1C(=O)CN1C(=O)NC2(CCC(C)CC2)C1=O (stereo unspecified)	-1	0	-2.4	-8	1.6	-2.5	4	0.3	3.1	-0.8	-1.4
Nc1nc(Nc2ccccc2)nc(NCc2ccccc2)c1[N+](=O)[O-]	-8	-3	-1.1	-1	-1.3	-0.4	-6	-0.8	1.0	-0.6	-1.8
O=C(CCCC(=O)N(CC(=O)NC1CCCCC1)c1ccc(F)cc1)Nc1ccccn1	4	1	0.0	-6	0.1	-1.4	-5	-0.6	2.6	0.9	-1.2
CCOC(=O)c1cc(-c2ccc(OC(F)F)cc2)nc2nc(SC)[nH]c(=O)c12	-3	5	-0.1	1	-2.2	0.2	-486	-0.7	3.7	-2.1	-0.9
COc1ccc(C(=O)NCc2nnc(SCC(=O)Nc3cc(C)on3)o2)cc1OC	5	-5	3.6	-4	-0.2	0.0	1	0.6	1.3	-0.3	-1.8
Cc1ccc(C(=O)NCCSCc2ccccc2)cc1[N+](=O)[O-]	-3	3	0.7	2	-2.9	-2.8	4	0.7	1.2	-0.2	-1.7
COc1ccc(CC(=O)OCN2C(=O)c3ccccc3C2=O)cc1OC	-2	6	7.5	0	1.9	-1.7	-2	2.0	2.1	-0.2	0.0
CC(C)C(c1nnnn1C1CCCCC1)N1CCOCC1 (stereo unspecified)	-13	0	-0.9	11	-1.6	0.4	4	0.2	-0.5	-0.3	-1.5
COCc1ccc(C(=O)N2CCCC(N3CCN(c4cccc(Cl)c4)CC3)C2)s1 (stereo unspecified)	-5	-4	0.8	-3	-1.8	2.3	2	-0.9	1.3	-1.0	-1.5
Cc1c(C(=O)OC(C)C)sc(NC(=O)c2cccnc2)c1C#N	3	2	2.3	2	0.6	-0.9	-25	-0.1	1.2	1.5	-1.3
CCCc1[nH]nc2c1C(C1CCCCC1)C(C#N)=C(N)O2 (stereo unspecified)	-5	-4	-3.5	1	-0.8	-0.8	-8	-0.8	-3.0	0.9	-1.7
Cc1ccc2c(c1)c1ncnc(N3CCN(c4ccccc4)CC3)c1n2C	-2	0	1.0	0	3.3	3.5	-29	0.9	0.4	1.1	-0.2
CC1(c2ccc3c(c2)OCO3)NC(=O)N(CC(=O)c2ccc[nH]2)C1=O (stereo unspecified)	1	-3	0.4	-4	-0.6	0.9	-13	-0.2	2.1	1.4	-1.1
CCOC(=O)c1cnc(-n2nc(C)cc2C)nc1NC1CCCC1	12	-6	-6.2	5	-2.2	-0.1	-14	-2.0	-0.6	-5.8	-1.9
O=C(CCN1CCOCC1)c1ccc(Cl)cc1	-1	-2	2.3	1	-1.4	0.2	-3	-0.1	0.9	0.1	-1.3
O=C(Nn1cnnc1)c1cccc(S(=O)(=O)N2CCOCC2)c1	6	-5	2.1	3	-0.5	0.1	-5	-0.2	-1.2	1.8	-1.5
Cc1ccc(-n2c(C)cc(C(=O)COC(=O)c3ccc[nH]c3=O)c2C)cc1	-3	1	8.9	-5	4.0	1.2	1	2.3	1.4	-0.7	-0.8
Cn1c2c(c(=O)n(C)c1=O)C1c3ccccc3OCC1C(C)(C)O2 (stereo unspecified)	21*	1	0.0	5	0.5	-0.8	-2	-0.5	1.8	2.5	-1.2
O=C(CC(=O)NC1CCCCC1)N/N=C/c1ccc(Cl)cc1	-12	0	2.6	5	-1.4	-0.2	0	0.2	2.4	-0.2	-1.2
COc1ccc(C(CC(=O)c2ccccc2)S(=O)(=O)c2ccccc2)cc1 (stereo unspecified)	4	-1	5.0	-3	0.1	-0.1	-3	0.3	4.5	-0.3	-0.2
Cc1ccc(NS(=O)(=O)c2cccc(C(=O)NCCCN3CCCC3=O)c2)cc1	0	-2	-2.1	0	-0.7	-0.3	-1	-0.6	-1.4	0.0	-1.2
CN1CCN(C2Cc3ccc(F)cc3Sc3cc(F)c(Cl)cc32)CC1 (stereo unspecified)	-30	3	-1.0	2	0.1	-1.0	-1	-0.3	-0.5	-0.9	-0.8
CCN(CC)C(=O)[C@H]1C[C@H](CC(=O)NCc2ccco2)C(=O)N2CCc3c([nH]c4ccc(Cl)cc34)[C@]12C	-9	-2	-4.5	-7	-3.5	-1.8	3	-2.0	-5.0	-1.1	-1.3
CC1(C(=O)OCC(=O)N2c3ccccc3Sc3ccccc32)CC1(Cl)Cl (stereo unspecified)	-2	1	2.5	2	-0.3	-0.3	3	-0.6	-2.6	-1.2	-1.9
OC(CNCc1ccc(Cl)c(Cl)c1)c1ccccc1 (stereo unspecified)	-7	0	0.1	-8	-0.3	-0.3	-4	0.0	-0.3	-0.2	-2.0
CCOc1cc(NC(=S)NC)c(OCC)cc1NC(=O)c1cccs1	0	-2	-3.3	-7	1.5	-2.4	-4	0.8	0.2	5.0*	-1.4
CC(C)C(c1nnnn1Cc1ccccc1)N1CCN(Cc2ccc3c(c2)OCO3)CC1 (stereo unspecified)	-2	1	3.1	3	0.1	-4.2	-1	-0.9	-2.2	-1.5	-1.3
O=C(CSc1nc(-c2ccccc2)ns1)N1CCOCC1	0	2	3.8	-4	0.4	1.4	-4	1.9	4.4	0.9	-0.2
CCOc1cc2c(cc1O)C(=NOC)CC1C2CCC2(C)C(O)CCC12 (stereo unspecified)	-4	-5	-5.6	5	0.9	0.7	-7	4.3*	0.0	0.9	-0.9
C=CCSc1nnc(NC(=O)c2c(CC)noc2C)s1	1	1	1.2	6	0.2	-5.1	-4	0.5	0.7	-0.9	-1.1
CC(C)n1cnc2c(Nc3ccc(C(=O)O)cc3)nc(Cl)nc21	4	4	2.6	-5	-0.7	-0.6	-7	1.3	3.9	0.7	-0.7
O=C(CN1CCOCC1)NNC(=O)c1ccc(Cl)cc1	12	-3	-0.5	0	0.6	-0.3	-10	0.0	1.6	0.3	-1.7
N#Cc1cnn2ccn(C3OC(CO)C(O)C3O)c12 (stereo unspecified)	1	-2	1.3	-2	-2.8	-2.1	-3	0.2	-0.5	-0.3	-1.1
Cc1nn(S(=O)(=O)c2ccc(Cl)cc2)c(C)c1Sc1ccc([N+](=O)[O-])cc1	10	-2	-1.2	6	0.5	-1.5	-2	-0.1	-2.1	0.5	-1.2
CCN(CC)c1ccc2cc(C(N)=O)c(=O)oc2c1	-3	1	5.6	9	3.1	-1.6	-132	1.0	4.2	0.8	-0.9
O=C1/C(=C\c2ccc(Cl)c(Cl)c2)CN(C(=O)CCN2CCOCC2)C/C1=C/c1ccc(Cl)c(Cl)c1	-17	-7	-16	-8	-5.7	-0.2	1	-12	-15	-5.8	-2.6
Cc1cccc(C(=O)OCC(=O)N2c3ccccc3CC2C)c1C (stereo unspecified)	6	-3	3.8	-2	-2.2	-0.1	5	-0.7	-0.2	0.2	-1.0
COc1ccc(C2=CC(=O)OC3(CCCC3)O2)cc1	-3	0	4.7	0	0.8	-0.6	-1	-0.9	1.8	-0.7	-1.4
O=C(c1cc(F)ccc1F)C1CCCN(C(=O)CCN2CCCCO2)C1 (stereo unspecified)	2	4	0.0	0	-1.2	-1.7	2	-0.4	1.2	-0.4	-1.9
